TbPYK inhibitor: T. brucei pyruvate kinase inhibition; Q57TT1; TbPYK enzyme, Kinase-Glo Plus ATP luminescence, 45 min; Potency, µM (titrated, usually from 76.8 µM), for inactives: at the highest dose activity, negative = inhibition, actives largely listed as inhibitors; 0.12% of 410,000 active; AID 624173; further: potency means the concentration at half of the fitted maximal effect; nearly all actives have a fitted effect of over 50% in size
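Glycolytic pyruvate kinase of T. brucei was incubated with substrate, test compound and 130 uM ADP for 45 minutes at room temperature. Luminescent Kinase-Glo Plus signal was measured after 10 minutes.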
Sm TGR block: inhibitors of Schistosoma mansoni thioredoxin glutathione reductase; purified TGR, DTNB reduction, TNB absorbance 405 nm; Potency, µM (series often up to 114 µM), inactives show top-dose activity change, negative = inhibition, most hits filed as inhibitors; 3% of 360,000 active; AID 485364; further: potency means the concentration at half of the fitted maximal effect; nearly all actives have a fitted effect of over 60% in size
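Kinetic colorimetric format: TGR-catalysed, NADPH-driven DTNB reduction monitored via TNB absorbance. Enzyme dispensed at 20 nM; compound exposure 15 min at room temperature before reaction start.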
HCMV inh: human cytomegalovirus inhibition. activity change, negative = inhibition, % at 57.5 µM. HFF cells, HCMV-luciferase reporter, 72 h; hits give low values. AID 1259415. 4.5% of 410,000 active; in the data active means activity change below about -60%; inconclusive means no clear call, values can overlap the other calls; inactive means above about -39%
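Human foreskin fibroblasts infected with luciferase-reporter HCMV at MOI 1 PFU/cell, compounds at two doses. Luciferase measured 72 h post infection; normalized to buffer-only basal and Salinomycin (10uM) controls.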
AMA1 RON2 block: AMA1-RON2 (P. falciparum) interaction inhibition | Potency, µM (titrated, usually from 58.2 µM), inactives show at the highest dose activity change, negative = inhibition, most hits filed as inhibitors | 0.2% of 360,000 active | AlphaScreen AMA1-biotinylated RON2 peptide binding;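 further: potency means the concentration at half of the fitted maximal effect; 0% = vehicle wells and -100% = peptide control; nearly all actives have a fitted effect of over 45% in size; some results filed as inactive show a strong effect at the top dose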
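AMA1 (3D7) with his tag at 25 nM final met compounds first, then biotinylated RON2 peptide at 25 nM; detection used donor plus acceptor beads, 10 µg/mL apiece, read by AlphaScreen after 30 min at room temperature.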
AmpC no deterg: AmpC beta-lactamase inhibition without detergent; AmpC nitrocefin hydrolysis, absorbance 480 nm, 0.0001% Triton; Potency, µM (titrated, usually from 57.1 µM), inactives show top-dose activity change, negative = inhibition, hits mostly inhibitors; 0.52% of 330,000 active;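 further: potency means the concentration at half of the fitted maximal effect; plate controls were no compound for no effect and no enzyme for full effect; nearly all actives have a fitted effect of over 20% in size; some results filed as inactive show a strong effect at the top dose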
Target sequence (P00811 whole entry, looked up): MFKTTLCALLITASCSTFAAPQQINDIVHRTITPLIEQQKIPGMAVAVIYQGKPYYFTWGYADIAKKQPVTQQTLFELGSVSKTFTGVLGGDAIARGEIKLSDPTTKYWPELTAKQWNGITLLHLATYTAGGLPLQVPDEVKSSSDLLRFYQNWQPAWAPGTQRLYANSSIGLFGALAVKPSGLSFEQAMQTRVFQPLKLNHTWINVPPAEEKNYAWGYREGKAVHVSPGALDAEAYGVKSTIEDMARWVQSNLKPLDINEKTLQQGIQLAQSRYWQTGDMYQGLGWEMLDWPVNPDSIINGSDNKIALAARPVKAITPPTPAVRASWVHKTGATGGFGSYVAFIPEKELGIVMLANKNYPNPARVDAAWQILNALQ
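AmpC (5.3 nM in the dispensed reagent) in 20 mM phosphate pH 7.0 with 0.01% (detergent screen) or 0.0001% Triton X-100 was preincubated with compounds for 15 min at room temperature. Nitrocefin was then added from an 800 uM solution, and hydrolysis was followed at 480 nm.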
AmpC inh detg: inhibitors of E. coli AmpC beta-lactamase with detergent; P00811; 0.041% of 370,000 active; Potency, µM (titrated, usually from 114 µM), for the others: at the highest dose activity change, negative = inhibition, most hits filed as inhibitors; AID 485294; AmpC hydrolysis of nitrocefin, absorbance 480 nm, 0.01% Triton;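 further: potency means the concentration at half of the fitted maximal effect; 0% = no-compound wells and -100% = no-enzyme wells; nearly all actives have a fitted effect of over 25% in size; some results filed as inactive show a strong effect at the top dose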
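AmpC (5.3 nM in the dispensed reagent) in 20 mM phosphate pH 7.0 with 0.01% (detergent screen) or 0.0001% Triton X-100 was preincubated with compounds for 15 min at room temperature. Nitrocefin was then added from an 800 uM solution, and hydrolysis was followed at 480 nm.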
LmPK inhibitor: inhibitors of Leishmania mexicana pyruvate kinase | Q27686 | purified LmPK, Kinase-Glo ATP luminescence, 1 h | 0.37% of 290,000 active | Potency, µM (series often up to 57.5 µM), inactives show at the highest dose activity change, negative = inhibition, usual class: inhibitors; further: potency means the concentration at half of the fitted maximal effect
Target sequence (Q27686 whole entry, looked up): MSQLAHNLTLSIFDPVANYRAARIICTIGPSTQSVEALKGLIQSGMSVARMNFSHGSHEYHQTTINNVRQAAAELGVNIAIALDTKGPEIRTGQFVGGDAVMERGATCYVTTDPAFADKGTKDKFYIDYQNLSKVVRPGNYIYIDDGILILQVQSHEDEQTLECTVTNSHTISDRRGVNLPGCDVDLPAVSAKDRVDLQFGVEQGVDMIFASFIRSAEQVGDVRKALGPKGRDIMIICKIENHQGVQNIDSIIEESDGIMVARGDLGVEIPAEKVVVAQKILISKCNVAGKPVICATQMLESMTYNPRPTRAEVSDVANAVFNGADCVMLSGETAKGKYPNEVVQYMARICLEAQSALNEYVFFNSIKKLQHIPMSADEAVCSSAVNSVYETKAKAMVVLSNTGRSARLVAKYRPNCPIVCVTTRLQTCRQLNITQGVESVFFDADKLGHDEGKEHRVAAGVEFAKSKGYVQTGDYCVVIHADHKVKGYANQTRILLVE
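Screened at intermediate enzyme activity to detect both inhibitors and activators: LmPK at 0.1 nM, with a 0.5 nM enzyme column as activation reference. PEP 0.5 mM, ADP 0.1 mM; ATP detected by luminescence after 1 h.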
An asterisk follows results filed as active; & = joins results of further samples; [ ] = dose if it differs, or a comment. Unless noted, the call rests on the fitted dose curve; in most records, active means well fitted curve in the direction sought with a large enough effect; inconclusive means small, poorly fitted or top-dose-only effect, or another doubt; inactive means no such curve, though single readings can be large; an effect the other way counts as inactive or inconclusive. Unless noted, on the % scale 0 is the no-effect control and ±100 the full control effect.

Results for O=C(CSc1ccc2nnc(-c3ccc(F)cc3)n2n1)N1CCCc2ccccc21 ?
TbPYK inhibitor: 3%; Sm TGR block: -1%; HCMV inh: -77*; AMA1 RON2 block: -5%[2.32 µM]; AmpC no deterg: 9%; AmpC inh detg: inconclusive; LmPK inhibitor: 1%

Results for C[C@H](NC(=O)[C@@H]1Cc2ccccc2CN1)C(=O)Nc1ccc2c(c1)OCO2 ?
TbPYK inhibitor: 3%; Sm TGR block: -1%; HCMV inh: 7; AMA1 RON2 block: 32%[activator]; AmpC no deterg: -6%; AmpC inh detg: -3%; LmPK inhibitor: 2%

What do the screens show for `CCN1CCN(c2ccc(S(=O)(=O)N3CCOCC3)cc2NC(=O)c2ccc(C(F)(F)F)cc2)CC1`?
TbPYK inhibitor: 0%; Sm TGR block: 1%; HCMV inh: -32; AMA1 RON2 block: -9%; AmpC no deterg: 175%[activator]; AmpC inh detg: -9%

What do the screens show for `Cc1cccc(C)c1NC(=O)c1cc(S(=O)(=O)N2CCC3(CC2)OCCO3)ccc1F`?
TbPYK inhibitor: -1%; HCMV inh: 25; AMA1 RON2 block: -2%

Results for COc1cccc(NC(=O)Cn2c(=O)n(CCc3cccc(C)c3)c(=O)c3ccccc32)c1 ?
TbPYK inhibitor: -3%; Sm TGR block: -5%; HCMV inh: -1; AmpC inh detg: 2%

Results for CCOC(=O)C1CCN(C(=O)c2ccc3c(=O)n4nc(Nc5ccccc5)sc4nc3c2)CC1 ?
TbPYK inhibitor: 3%&4%; Sm TGR block: -6%; HCMV inh: -19&-4; AMA1 RON2 block: -1%; AmpC inh detg: -10%

How did COc1ccc(NC(=O)Cn2nnc(C(=O)NCc3ccccc3)c2N)c(OC)c1 do in these assays?
TbPYK inhibitor: -12%; Sm TGR block: -1%; HCMV inh: -13; AMA1 RON2 block: -7%; AmpC no deterg: -24%; AmpC inh detg: 1%; LmPK inhibitor: 14%

How did Cc1ccc(CNc2oc(-c3ccc(COc4ccc(C)cc4)o3)nc2C#N)cc1 do in these assays?
TbPYK inhibitor: -8%; Sm TGR block: 5%; HCMV inh: -6; AmpC inh detg: 21%

How did Cn1c(SCC(=O)NC2CCCC2)nnc1-c1ccccn1 do in these assays?
TbPYK inhibitor: -3%; Sm TGR block: 3%; HCMV inh: -12; AMA1 RON2 block: 4%; AmpC no deterg: 8%; AmpC inh detg: -8%; LmPK inhibitor: -6%

How did O=C(NNC(=O)c1ccccc1)C(=O)N1CCCCC1 do in these assays?
TbPYK inhibitor: -22%; Sm TGR block: -28%; HCMV inh: 61; AMA1 RON2 block: 12%; AmpC no deterg: -12%; AmpC inh detg: 0%; LmPK inhibitor: -7%

How did O=C(CN1CCN(c2ccccn2)CC1)N(c1ccccc1)c1ccc2ccccc2c1 do in these assays?
TbPYK inhibitor: 3%; Sm TGR block: 5%; HCMV inh: inconclusive; AMA1 RON2 block: -16%; AmpC no deterg: 82%[activator]; AmpC inh detg: -13%; LmPK inhibitor: 3%

How did CC1(c2ccc(Cl)cc2)NC(=S)N2C1NC(=S)N2c1ccccc1 (stereo not given) do in these assays?
TbPYK inhibitor: -14%; Sm TGR block: -19%; HCMV inh: inconclusive; AMA1 RON2 block: 9%; AmpC no deterg: -26%; AmpC inh detg: inconclusive; LmPK inhibitor: 3%

How did Cc1cccn2c(=O)cc(COc3ccc(NC(=O)COc4ccc(F)cc4)cc3)nc12 do in these assays?
TbPYK inhibitor: -6%; Sm TGR block: 5%; HCMV inh: -6; AmpC inh detg: 18%

Results for CC1(C)Cc2c(C#N)c(N3CCOCC3)nc(-c3ccccc3)c2CO1 ?
TbPYK inhibitor: 0%; Sm TGR block: -13%; HCMV inh: 6; AMA1 RON2 block: 53%[activator]; AmpC no deterg: 40%; AmpC inh detg: -7%; LmPK inhibitor: 1%

How did Cc1cc(N2C(=O)C(O)=C(C(=O)c3cc4ccccc4o3)C2c2ccc([N+](=O)[O-])cc2)no1 (stereo not given) do in these assays?
TbPYK inhibitor: 0%; Sm TGR block: -19%; HCMV inh: 0; AMA1 RON2 block: 6%; AmpC no deterg: -57%; AmpC inh detg: -5%; LmPK inhibitor: 0%

What do the screens show for `CCCN(Cc1cc2cc(OC)ccc2[nH]c1=O)C(=O)c1ccco1`?
TbPYK inhibitor: -1%; Sm TGR block: 40µM*; HCMV inh: 6; AMA1 RON2 block: 0%; AmpC no deterg: -19%; AmpC inh detg: 2%; LmPK inhibitor: 1%

Results for Cn1c(=O)c2ccccc2n(CC(=O)NCCC2=CCCCC2)c1=O ?
TbPYK inhibitor: -6%; Sm TGR block: -15%; HCMV inh: -37; AMA1 RON2 block: 9%; AmpC no deterg: 4%; AmpC inh detg: -12%; LmPK inhibitor: -5%

How did CC(=O)Nc1nc2ccc(-c3nc4ccccc4o3)cc2s1 do in these assays?
TbPYK inhibitor: -6%; Sm TGR block: 0%; HCMV inh: 77; AMA1 RON2 block: 20%; AmpC no deterg: 23%; AmpC inh detg: 4%; LmPK inhibitor: -4%

What do the screens show for `CCN(CC(=O)Nc1ccccc1OC)C(=O)CN1C(=O)NC(C)(c2ccc(C)cc2)C1=O` (stereo not given)?
TbPYK inhibitor: 2%; Sm TGR block: -26%; HCMV inh: 24; AMA1 RON2 block: -6%; AmpC no deterg: 139%[activator]; AmpC inh detg: 2%

How did COc1ccc(CNC(=O)Cn2nc([N+](=O)[O-])cc2C)cc1 do in these assays?
TbPYK inhibitor: -4%; Sm TGR block: -8%; HCMV inh: inconclusive; AMA1 RON2 block: -8%; AmpC no deterg: -19%; AmpC inh detg: -8%; LmPK inhibitor: -5%

How did CN(C)c1ccc(C(=O)Nc2ccc(S(=O)(=O)Nc3nccs3)cc2)cc1 do in these assays?
TbPYK inhibitor: 0%; Sm TGR block: 0%; HCMV inh: -19; AMA1 RON2 block: -7%; AmpC no deterg: inconclusive; AmpC inh detg: 8%; LmPK inhibitor: 0%

What do the screens show for `Cc1c(NC(=O)C2C3C=CC(C3)C2C(=O)O)c(=O)n(-c2ccccc2)n1C` (stereo not given)?
TbPYK inhibitor: 2%; Sm TGR block: -6%; HCMV inh: -24; AMA1 RON2 block: -2%; AmpC no deterg: -15%; AmpC inh detg: 3%; LmPK inhibitor: -1%

What do the screens show for `CCN(c1ccccc1)S(=O)(=O)c1nnc(NC(=O)C2CCCCC2)s1`?
TbPYK inhibitor: 2%; Sm TGR block: -1%; HCMV inh: -11; AmpC inh detg: 23%

What do the screens show for `CCOc1ccc(Oc2ccccc2NC(=O)CSCC(=O)Nc2cc(C)on2)cc1`?
TbPYK inhibitor: -1%; Sm TGR block: -2%; HCMV inh: inconclusive; AMA1 RON2 block: -23%; AmpC no deterg: -11%; AmpC inh detg: -9%

What do the screens show for `COc1ccccc1CC(=O)Nc1ccc2nc(Nc3cccc(C(F)(F)F)c3)cc(C)c2c1`?
TbPYK inhibitor: -5%; Sm TGR block: 3%; HCMV inh: -67*; AmpC inh detg: 18%

Results for CCCC[C@@H]1CC2=C(C(=O)OC(C)(C)O2)[C@H](c2ccc(C(C)C)cc2)O1 ?
TbPYK inhibitor: -4%; HCMV inh: -4; AMA1 RON2 block: -5%

What do the screens show for `CCCNC(=O)C1CCN(S(=O)(=O)c2cccs2)CC1`?
TbPYK inhibitor: -14%; Sm TGR block: 59%[activator]; HCMV inh: -27; AMA1 RON2 block: 16%; AmpC no deterg: -14%; AmpC inh detg: 3%; LmPK inhibitor: 2%

How did CCCCC(=O)Nc1ccc(NC(=O)C2CC2)nc1 do in these assays?
TbPYK inhibitor: 3%; Sm TGR block: -10%; HCMV inh: -5; AMA1 RON2 block: 1%; AmpC no deterg: 0%; AmpC inh detg: -13%; LmPK inhibitor: -1%

What do the screens show for `Cc1nc2c(C(=O)NCCC(C)C)c[nH]n2c(=O)c1Cl`?
TbPYK inhibitor: 1%; Sm TGR block: -13%; HCMV inh: -2; AMA1 RON2 block: -10%; AmpC no deterg: -23%; AmpC inh detg: -18%; LmPK inhibitor: 0%

Results for CC(=O)N1CCc2c(sc3c2c(=O)n(Cc2ccccc2)c(=O)n3Cc2ccc(Cl)cc2)C1 ?
TbPYK inhibitor: -2%; Sm TGR block: 2%; HCMV inh: 6; AmpC inh detg: 20%

What do the screens show for `Cc1ccc(-n2c(-c3cc(C)n(C)n3)n[nH]c2=S)cc1`?
TbPYK inhibitor: inconclusive; Sm TGR block: 3%; HCMV inh: 50; AMA1 RON2 block: 21%; AmpC no deterg: -24%; AmpC inh detg: 1%; LmPK inhibitor: inconclusive

How did O=C(Cc1ccccc1)Nc1ccccc1C(=O)N1CCN(c2ccccc2)CC1 do in these assays?
TbPYK inhibitor: -4%; Sm TGR block: -4%; HCMV inh: -11; AMA1 RON2 block: -6%; AmpC no deterg: 2%; AmpC inh detg: inconclusive; LmPK inhibitor: 1%

How did Fc1ccc(F)c(C2=NNC(=Nc3ccccc3F)SC2)c1 do in these assays?
TbPYK inhibitor: -3%; Sm TGR block: 6%; HCMV inh: inconclusive; AMA1 RON2 block: 9%; AmpC no deterg: -8%; AmpC inh detg: -14%; LmPK inhibitor: -9%

How did Cc1c(OCC(=O)NCC2CCC(C(=O)O)CC2)ccc2c(-c3ccccc3)cc(=O)oc12 (stereo not given) do in these assays?
TbPYK inhibitor: -13%; Sm TGR block: -15%; HCMV inh: 1; AMA1 RON2 block: inconclusive; AmpC no deterg: -18%; AmpC inh detg: inconclusive; LmPK inhibitor: 9%

How did COCCNc1ccc2cc(S(=O)(=O)N3CCCCC3)ccc2n1 do in these assays?
TbPYK inhibitor: -5%; Sm TGR block: 3%; HCMV inh: -4; AmpC inh detg: -3%

Screening data deposited in PubChem by National Center for Advancing Translational Sciences (NCATS).
